Screening data from PubChem.
FXIa inh: human FXIa protease inhibitors, primary screen, biochemical, 1536-well; purified FXIa, Boc-Glu-Ala-Arg-AMC fluorogenic substrate; inhibition, % at 5 µM; 220,000 compounds, 0.14% hits;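 active means inhibition of at least 40%; inactive means inhibition below 40%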;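 further: fluorescence of freed AMC excited at 355 nm; 0% = enzyme without compound and 100% = no enzyme blank; many of its hits are not listed in these tables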
Target sequence (P03951 19-387 limits assumed): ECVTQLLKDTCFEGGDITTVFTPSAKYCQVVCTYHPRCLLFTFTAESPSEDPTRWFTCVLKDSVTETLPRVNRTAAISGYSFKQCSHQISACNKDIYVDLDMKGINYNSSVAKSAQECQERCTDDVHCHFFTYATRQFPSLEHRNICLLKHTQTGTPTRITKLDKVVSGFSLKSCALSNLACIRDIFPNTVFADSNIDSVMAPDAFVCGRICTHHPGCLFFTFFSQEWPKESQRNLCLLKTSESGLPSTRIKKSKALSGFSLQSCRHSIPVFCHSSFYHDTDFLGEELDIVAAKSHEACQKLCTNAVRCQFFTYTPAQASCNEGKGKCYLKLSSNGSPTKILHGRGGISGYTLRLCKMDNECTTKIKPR
Target sequence (P03951 388-625 limits assumed): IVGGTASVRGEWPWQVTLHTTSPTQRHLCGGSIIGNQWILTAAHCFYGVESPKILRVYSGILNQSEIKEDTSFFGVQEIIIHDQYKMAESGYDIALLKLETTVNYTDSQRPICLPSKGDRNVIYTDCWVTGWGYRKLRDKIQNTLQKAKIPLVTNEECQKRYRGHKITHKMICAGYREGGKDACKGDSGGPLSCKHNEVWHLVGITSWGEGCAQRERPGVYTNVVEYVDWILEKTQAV
FXIIa inh 1536: human FXIIa protease inhibitors, primary screen, biochemical, 1536-well | inhibition, % at 5 µM | purified FXIIa, Boc-QGR-AMC fluorogenic substrate, 2 h | 220,000 compounds, 0.3% hits; in the data active means inhibition above about 40%;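 further: 0% = enzyme with no compound and 100% = blank without enzyme; many of its hits are not listed in these tables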
CHOP inhibitor: inhibitors of CHOP promoter induction, primary screen, cell-based, unfolded protein response, luciferase reporter. CHO-K1 CHOP-promoter luciferase, tunicamycin-induced, 15-18 h. inhibition, % at 10 µM. 220,000 compounds, 3.8% hits. AID 2732, 2010;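 active means compounds that reduced the stress-induced luciferase reporter signal by more than about 70% of percent inhibition, limit read from the data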;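 further: 0% = tunicamycin plus vehicle and 100% = wells without tunicamycin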
zVAD death inh: inhibitors of zVAD-triggered necroptosis, primary screen, L929 cells | 220,000 compounds, 0.38% hits | L929 zVAD necroptosis rescue, ATP luminescence, 24 h; with zVAD 60 µM | viability rescue, % at 10 µM;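 active means activation, scaled between plate controls, above about 75%, limit read from the data; inactive means activation under that limit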;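 further: 0% = zVAD with DMSO and 100% = DMSO alone without zVAD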
Tb hexokinase: Trypanosoma brucei hexokinase 1 inhibitors, primary screen, biochemical, G6PDH-coupled NADH absorbance, MLSCN library; 220,000 compounds, 0.11% hits; hexokinase 1 [Trypanosoma brucei]; recombinant TbHK1, G6PDH-coupled NADH A340; inhibition, % at 10 µM; AID 1430, 2008;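 active means inhibition of 50% or more in the single-dose primary screen; inactive means inhibition below 50%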
TNF death inh: inhibitors of TNF-alpha triggered necroptosis, primary screen, cell-based, Jurkat FADD-/-, single concentration; Jurkat FADD-/- TNF necroptosis rescue, ATP luminescence, 24 h; 0 = TNF only, 100 = no-TNF cells; activation (protection from cell death), % at 10 µM; 220,000 compounds, 0.068% hits;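 active means activation, meaning protection from cell death, of at least 50% relative to plate controls; inactive means activation below 50%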;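 further: necroptosis triggered by 40 ng/mL TNF-alpha added together with compound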
PPC-1+TRAIL kill: compounds killing PPC-1 cancer cells with TRAIL present, primary screen, TRAIL potentiator project, ATPLite luminescence, uHTS | AID 1443, 2008 | PPC-1 cells + TRAIL, ATPLite viability luminescence | cell killing (% activity), % at 4 µM | 220,000 compounds, 0.41% hits;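 active means cell killing above 50% in the first pass at 4 µM, then a duplicate retest at 5 µM averaging 50% or more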;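 further: plate controls were cells with TRAIL plus DMSO for no effect and medium-only wells lacking cells for full effect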
Wee1 stabilizer: Wee1 degradation inhibitors, primary screen, cell-based, HeLa, Wee1K328M-luciferase, luminescence | Wee1-like protein kinase (Homo sapiens), P30291 | HeLa Luc-Wee1K328M stability; 100% = proteasome inhibitor MG132 effect | reporter increase, % at 5 µM | 220,000 compounds, 1.2% hits | AID 1321, 2008;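 active means activation above the mean of all tested compounds plus 3 SD, set per screening run, cut at about 8.8% in these data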;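 further: cells exposed to compound for 20 h before luminescence read; 0% = DMSO alone and 100% = MG132 at 30 µM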
EP2 antag: human EP2 receptor antagonists, primary screen, TR-FRET cAMP, C6 glioma cells; Prostaglandin E2 receptor EP2 subtype (Homo sapiens), P43116; C6 glioma cells expressing human EP2; cells stimulated with saturating PGE2; inhibition, % at 25 µM; 260,000 compounds, 0.52% hits; AID 1422, 2008;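 active means percent inhibition above 40 after rounding to a whole number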;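 further: rat C6 glioma host cells with rolipram phosphodiesterase inhibitor present; the protocol text gives 20 µM as final concentration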
Target sequence (P43116 whole entry, looked up): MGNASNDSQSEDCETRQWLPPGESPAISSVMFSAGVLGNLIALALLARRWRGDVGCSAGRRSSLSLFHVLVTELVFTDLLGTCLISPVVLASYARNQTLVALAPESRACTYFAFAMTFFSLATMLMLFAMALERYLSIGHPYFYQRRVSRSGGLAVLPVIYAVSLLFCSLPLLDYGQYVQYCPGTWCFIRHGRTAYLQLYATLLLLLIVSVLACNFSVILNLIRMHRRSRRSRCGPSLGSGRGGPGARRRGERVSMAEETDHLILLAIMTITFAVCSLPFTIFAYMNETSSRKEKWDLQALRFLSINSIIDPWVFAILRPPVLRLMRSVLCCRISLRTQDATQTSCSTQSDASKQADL
Numbers without * were called inactive; . = not tested or not shown; & = joins results of further samples.

cpd | mol | FXIa inh | FXIIa inh 1536 | CHOP inhibitor | zVAD death inh | Tb hexokinase
1 | CCN(CC)S(=O)(=O)c1cccc(N2CC(O)=C(c3ccccc3)C2=N)c1 | -1 | 8 | 9 | -0.1 | -3
2 | S=C(NCc1ccncc1)Nc1ccccc1 | 7 | 12 | 18 | 0.4 | -12
3 | CCC(=O)Nc1ccc(-c2nn3c(C)nnc3s2)cc1 | . | . | . | 0.4 | -4
4 | CCCc1nc2c(=O)[nH]c3ccccc3c2o1 | 5 | 16 | 3 | -0.1 | -2
5 | O=C(Cc1ccccc1)NC(=S)Nc1ccc(N2CCCCC2)cc1 | 9 | 7 | 51 | 0.1 | 0
6 | O=C(N/N=C/c1ccccn1)c1ccccc1 | -5 | 5 | 26 | . | 0
7 | CN(CCO)C1=CC(=O)CC(C)(C)C1 | -1 | 8 | -6 | 0.4 | -3
8 | NC(=S)N/N=C1\CCOc2ccc(Cl)cc21 | 2 | 5 | 12 | -0.5 | -64
9 | Cn1c(=O)[nH]c(=O)c2c1nc(Sc1ccccc1)n2CCc1ccccc1 | 1 | 11 | 29 | 0.2 | -2
10 | CC1CCN(S(=O)(=O)c2ccc(Cl)cc2Br)CC1 | 3 | 0 | 78* | 0.1 | 4

cpd | TNF death inh | PPC-1+TRAIL kill | Wee1 stabilizer | EP2 antag
1 | -0.6 | -15 | -1 | 22
2 | -1.4 | 3 | 0 | 10
3 | -1.6 | . | -1 | .
4 | -3.5 | 18 | -1 | 4
5 | 0.7 | 6 | -1 | 6
6 | -0.2 | -5 | 2 | 4
7 | -2.5 | -2 | 1 | 10
8 | -20 | 9 | -2 | 20
9 | -1.1 | -17 | -2 | 9
10 | -2.1 | -4 | 0 | 2

Carrying on.
cpd | mol | FXIa inh | FXIIa inh 1536 | CHOP inhibitor | zVAD death inh | Tb hexokinase
11 | CCN1CCN(C(=O)c2ccc(CSc3ccc(C)cc3)cc2)CC1 | 0 | 10 | -33 | 0.3 | -5
12 | Cc1cccc(OCCC(=O)OCC(=O)N2CCc3ccccc32)c1 | 3 | 10 | 27 | 0.4 | 6
13 | CCOC(=O)n1c(=O)n(Cc2ccc(Cl)c(Cl)c2)c2ccccc21 | -3 | 8 | 81* | 0.5 | 0
14 | Cc1nnc(SC(C(=O)Nc2cc(Cl)cc(Cl)c2)c2ccccc2)[nH]c1=O (stereo not given) | -1 | 12 | 19 | 1.4 | -3
15 | Cc1ccc(C=Nc2cccnc2N)cc1 | 1 | 10 | 42 | . | -4
16 | CCn1ncc(/C=N\NC(=O)Cc2ccc([N+](=O)[O-])cc2)c1C | -3 | 5 | 7 | 0.5 | -3
17 | CCOc1ccc(CCN2CN(CC)CNC2=S)cc1OCC | -1 | 7 | 12 | 1.6 | -2
18 | Cc1sc(-c2ccncc2)nc1OC(=O)c1ccccc1 | -15 | 7 | 18 | 0.2 | -7
19 | O=C(Cc1cccc(C(F)(F)F)c1)NCC(c1ccco1)N1CCCCC1 (stereo not given) | -2 | . | 24 | 1.2 | 0
20 | CCCOc1cccc(NC(=O)c2c(-c3ccccc3)noc2C)c1 | -1 | -9 | 53 | 0.0 | 6

cpd | TNF death inh | PPC-1+TRAIL kill | Wee1 stabilizer | EP2 antag
11 | -6.4 | 6 | -4 | 31
12 | -4.0 | 8 | -2 | 7
13 | -4.2 | -2 | -1 | 9
14 | -0.1 | -1 | 0 | -2
15 | 6.9 | 27 | -3 | 7
16 | 0.1 | 8 | 0 | 4
17 | -0.2 | 13 | -1 | 7
18 | 0.0 | 10 | 1 | 21
19 | 1.1 | -2 | 1 | 7
20 | 1.5 | 12 | 1 | 10

As a working copy, part of the list above:
cpd | mol | FXIa inh | FXIIa inh 1536 | CHOP inhibitor | zVAD death inh | Tb hexokinase
17 | CCOc1ccc(CCN2CN(CC)CNC2=S)cc1OCC | -1 | 7 | 12 | 1.6 | -2
18 | Cc1sc(-c2ccncc2)nc1OC(=O)c1ccccc1 | -15 | 7 | 18 | 0.2 | -7
19 | O=C(Cc1cccc(C(F)(F)F)c1)NCC(c1ccco1)N1CCCCC1 (stereo not given) | -2 | . | 24 | 1.2 | 0
20 | CCCOc1cccc(NC(=O)c2c(-c3ccccc3)noc2C)c1 | -1 | -9 | 53 | 0.0 | 6

cpd | TNF death inh | PPC-1+TRAIL kill | Wee1 stabilizer | EP2 antag
17 | -0.2 | 13 | -1 | 7
18 | 0.0 | 10 | 1 | 21
19 | 1.1 | -2 | 1 | 7
20 | 1.5 | 12 | 1 | 10

More compounds:
cpd | mol | FXIa inh | FXIIa inh 1536 | CHOP inhibitor | zVAD death inh | Tb hexokinase
21 | CC(=O)Nc1ccc(S(=O)(=O)N2CCN=C2SCc2cccnc2)cc1 | -2 | 10 | 40 | 14 | -3
22 | Cc1ccc(-n2c(C)n[nH]c2=S)cc1C | 6 | 10 | -15 | 1.2 | -3
23 | Cc1cc(C)cc(OCC(=O)Nc2ccc(N3CCN(S(C)(=O)=O)CC3)cc2)c1 | 0 | 3 | 38 | 0.0 | -12
24 | C=CCc1cccc2cc(C(=O)Nc3ccccc3C(=O)O)c(=O)oc12 | -2 | 2 | 50 | 0.0 | 1
25 | COCCNc1ccc(S(=O)(=O)N2CCCC2)cc1[N+](=O)[O-] | 11 | 17 | -3 | 0.5 | 5
26 | Cc1ccc(Oc2ccc(NC(=O)c3ccco3)cc2)cc1 | 12 | 14 | 26 | 2.0 | 1
27 | CC(C)(C)n1nc2c(c1NC(=O)Cc1cccc3ccccc13)CS(=O)(=O)C2 | -4 | 2 | -16 | -1.1 | 1
28 | COc1cc(/C=N/n2c(=S)[nH]nc(C)c2=O)cc([N+](=O)[O-])c1O | 4 | 11 | -23 | 0.1 | -24
29 | FC(F)(F)c1ccc(C2[C@H]3CN(Cc4ccc(-c5ccccc5)cc4)[C@H](c4ccccc4)C34CC2(c2cccnc2)C4)cc1 (stereo not given in full) | 2 | 6 | 13 | 1.2 | -7
30 | CCOc1cc(C=O)ccc1OCCSc1ccc(C)cc1 | 3 | 4 | 50 | -0.2 | -3

cpd | TNF death inh | PPC-1+TRAIL kill | Wee1 stabilizer | EP2 antag
21 | -0.4 | 22 | 1 | 8
22 | 0.0 | 17 | -1 | 11
23 | -0.5 | 3 | 6 | 10&15
24 | -3.1 | -9 | -3 | 6
25 | 0.2 | -2 | 6 | 0
26 | 0.8 | 21 | 3 | 2
27 | -0.1 | -3 | 1 | 6
28 | -0.3 | 19 | 3 | 5
29 | 3.6 | -11 | . | 20
30 | -4.9 | 3 | 1 | 2

(more compounds)
cpd | mol | FXIa inh | FXIIa inh 1536 | CHOP inhibitor | zVAD death inh | Tb hexokinase
31 | CCn1c(SCC(=O)c2[nH]c(C)c(C(C)=O)c2C)nnc1-c1ccccc1 | 7 | 19 | 18 | -0.2 | -14
32 | COc1ccc(OCCCn2cc(/C=C3/C(=N)N4C=C(C)SC4=NC3=O)c3ccccc32)cc1 | 3 | 12 | 22 | 1.5 | 15
33 | CC(C)(C)c1nc2scc(-c3cccs3)c2c(=O)o1 | 6 | 19 | -16 | -0.9 | 4
34 | CCCN1C(=O)C(O)(C/C(C)=N/O)c2ccccc21 (stereo not given) | 4 | 11 | 46 | 1.3 | 6
35 | CCCCC(c1nnnn1C1CCCC1)N1CCN(C2CCCC2)CC1 (stereo not given) | 2 | 8 | 18 | -0.5 | -3
36 | Oc1cc2c(cc1C(c1ccc(Cl)c(Cl)c1)N1CCCC1)OCO2 (stereo not given) | -2 | 5 | -50 | 0.6 | 1
37 | C/C(=N\NC(=S)NC(C)C)c1cccc([N+](=O)[O-])c1 | -7 | -2 | 7 | -0.6 | -4
38 | O=C(COc1ccc(Cl)cc1)Nc1cc(S(=O)(=O)N2CCCCC2)ccc1N1CCCCC1 | 2 | 9 | 20 | 1.7 | -8
39 | CCOC(=O)Cc1nnc(NC(=O)CSc2nnc3c4ccccc4n(C(C)C)c3n2)s1 | -7 | 0 | 46 | 3.2 | -16
40 | COc1ccc(-c2nnc(NC(=O)C3=COCCO3)o2)cc1 | 8 | 12 | -8 | -0.2 | -12

cpd | TNF death inh | PPC-1+TRAIL kill | Wee1 stabilizer | EP2 antag
31 | -2.4 | 11 | 0 | 17
32 | 1.9 | 1 | -1 | 5
33 | 0.2 | 8 | 1 | 9
34 | -0.2 | 4 | 2 | 14
35 | 0.7 | 12 | -1 | 15
36 | -2.0 | -2 | -1 | 6
37 | -1.5 | -4 | 1 | 13
38 | 3.2 | 4 | -2 | 11
39 | 0.0 | 0 | -1 | 10
40 | -0.4 | 16 | -4 | 10

Next part
cpd | mol | FXIa inh | FXIIa inh 1536 | CHOP inhibitor | zVAD death inh | Tb hexokinase
41 | COc1ccc(C(CNC(=O)c2cccnc2SC)N2CCOCC2)cc1 (stereo not given) | -27 | 8 | 19 | -0.3 | -7
42 | O=C1c2ccccc2C(=O)N1C/C=C/c1ccccc1 | -1 | 3 | 43 | 1.9 | 5
43 | Cc1ccc(-c2nc3ccccc3c(=O)n2NC(=O)COc2ccccc2)cc1 | 5 | 12 | 31 | . | 1
44 | Cc1cccn2c(=O)c3cc(C(N)=S)c(=N)n(CCCN4CCOCC4)c3nc12 | -4 | 6 | 8 | 5.2 | -16
45 | CCOc1ccc(NC(=O)CC2C(=O)N(CC)C(=S)N2NC(=O)c2ccncc2)cc1 (stereo not given) | 0 | 6 | -4 | -1.1 | -14
46 | Cc1c(/C=N/NC(=O)c2cc(C(C)(C)C)[nH]n2)c2ccccc2n1C | 0 | -1 | 17 | 5.2 | -54
47 | Nc1nc(SCc2ccccc2)n[nH]1 | -1 | 1 | -10 | 0.5 | -6
48 | O=C(NC1CCCCCC1)C(=O)NC1CCCC1 | 7 | 15 | 22 | -0.2 | 10
49 | C#CCOCCOCCOCCNc1nc(N2CCN(C(=O)C(Cc3ccc(O)cc3)n3cc(C(N)CC(C)C)nn3)CC2)nc(N2CCN(C(=O)C(Cc3cc4ccccc4[nH]3)n3cc(C(N)C(C)CC)nn3)CC2)n1 (stereo not given) | -1 | 5 | 9 | -0.2 | -3
50 | COc1ccccc1N(CC(N)=O)S(=O)(=O)c1ccc(C)cc1 | -3 | -2 | 20 | -0.1 | -4
51 | Cc1cccc(NC(=S)N2CCCCC2c2cccnc2)c1C (stereo not given) | -4 | 1 | 12 | 0.5 | -4
52 | CCOc1ccc(NC(=O)CSc2nc3ccccc3c(=O)n2CCNC(C)=O)cc1 | 6 | 10 | 11 | 0.1 | 4
53 | O=C(O)c1cccc(S(=O)(=O)Nc2ccc(O)cc2Sc2nc3ccccc3s2)c1 | 6 | 9 | 30 | 1.3 | 13

cpd | TNF death inh | PPC-1+TRAIL kill | Wee1 stabilizer | EP2 antag
41 | -0.5 | 2 | -3 | 10
42 | -1.9 | 5 | 1 | 8
43 | 1.0 | 8 | 1 | 6
44 | -1.6 | 13 | 4 | 3
45 | -1.1 | -6 | 0 | 10
46 | -4.7 | -9 | 2 | 15
47 | 3.9 | 0 | 0 | 16
48 | 0.5 | 19 | 4 | 9
49 | 2.0 | -3 | -1 | .
50 | -3.7 | 9 | 2 | 5
51 | -0.1 | 11 | -2 | 5
52 | 0.7 | 18 | 1 | 7
53 | 1.3 | 10 | -3 | 9

Only part of the results is shown, so the mix of outcomes need not match the whole.
